FEN1 inh = inhibitors of human flap endonuclease 1. P39748. Potency, µM (titrated, usually from 114 µM), for the others: at the highest dose activity change, negative = inhibition, actives largely listed as inhibitors. 390,000 tested, 0.35% active. Recombinant FEN1 flap cleavage, fluorescence, 15 min; note: nearly all actives have a fitted effect of over 65% in size
Target sequence (P39748 whole entry, looked up): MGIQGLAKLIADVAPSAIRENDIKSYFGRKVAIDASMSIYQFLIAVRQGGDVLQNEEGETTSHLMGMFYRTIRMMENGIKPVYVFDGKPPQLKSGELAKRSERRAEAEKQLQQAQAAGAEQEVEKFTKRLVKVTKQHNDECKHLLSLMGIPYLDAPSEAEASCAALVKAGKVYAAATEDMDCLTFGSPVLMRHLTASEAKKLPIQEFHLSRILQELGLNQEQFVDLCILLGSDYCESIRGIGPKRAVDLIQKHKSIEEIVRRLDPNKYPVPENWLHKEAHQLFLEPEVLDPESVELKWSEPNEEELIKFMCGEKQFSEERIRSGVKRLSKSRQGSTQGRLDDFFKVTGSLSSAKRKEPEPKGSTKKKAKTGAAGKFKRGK
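Quantitative HTS format: each compound was titrated, incubated with 10 nM nuclease for 15 min at room temperature, then challenged with flap substrate at 50 nM final. Signal change over 15 min gave concentration–effect curves.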
TDP1 block = inhibitors of human tyrosyl-DNA phosphodiesterase TDP1 | recombinant TDP1, AlphaScreen DNA substrate cleavage | 350,000 tested, 0.28% active | Potency, µM (top dose mostly 130 µM), for the others: at the top dose activity change, negative = inhibition, actives largely listed as inhibitors; note: nearly all actives have a fitted effect of over 40% in size
Target sequence (Q9NUW8 whole entry, looked up): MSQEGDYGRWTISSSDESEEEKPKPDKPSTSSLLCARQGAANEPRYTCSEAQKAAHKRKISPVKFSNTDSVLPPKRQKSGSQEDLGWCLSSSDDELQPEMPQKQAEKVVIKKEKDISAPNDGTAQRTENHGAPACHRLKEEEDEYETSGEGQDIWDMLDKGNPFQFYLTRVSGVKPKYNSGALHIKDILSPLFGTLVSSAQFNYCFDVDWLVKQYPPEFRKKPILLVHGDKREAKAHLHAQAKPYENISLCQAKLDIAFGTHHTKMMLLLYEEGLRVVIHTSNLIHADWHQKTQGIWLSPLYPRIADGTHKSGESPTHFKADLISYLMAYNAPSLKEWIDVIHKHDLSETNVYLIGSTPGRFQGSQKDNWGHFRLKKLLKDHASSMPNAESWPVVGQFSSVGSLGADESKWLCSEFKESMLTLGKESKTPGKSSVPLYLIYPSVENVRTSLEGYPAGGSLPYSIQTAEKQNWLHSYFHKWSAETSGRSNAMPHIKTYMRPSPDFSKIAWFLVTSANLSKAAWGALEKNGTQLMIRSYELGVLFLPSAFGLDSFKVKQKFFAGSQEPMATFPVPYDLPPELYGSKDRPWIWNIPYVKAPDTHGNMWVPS
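E. coli-derived human Tdp1, 1 nM final. Cpd preinc 15 min RT; substrate 15 nM final, 5 min RT; AS bead mix 10 ug/ml final, 10 min RT. Signal loss = tyrosine-FITC cleavage. No-enzyme wells = max signal.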
N370S GC = N370S glucocerebrosidase modulation, Gaucher chaperone candidate | AID 2101 | N370S GC spleen homogenate, 4MU-glucoside fluorescence | Potency, µM (titrated, usually from 59.4 µM), for inactives: top-dose activity change, negative = inhibition, most hits filed as inhibitors | P04062 | 330,000 tested, 0.092% active;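 note: 0% = full enzyme activity and -100% = no enzyme basal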
* marks the source's active call; other numbers are inactive results; ? = inconclusive; . = not tested or not shown; & = joins results of further samples; [ ] = dose if it differs, or a comment. Calls come from the whole dose curve; as a rule, active = well fitted curve in the direction sought with a large enough effect; inconclusive = small, poorly fitted or top-dose-only effect, or another doubt; inactive = no such curve, though single readings can be large; an effect the other way counts as inactive or inconclusive. Unless noted, % is set by controls: 0 for no effect and ±100 for the full control effect; potency is the fitted concentration of half-maximal effect.

SMILES	FEN1 inh	TDP1 block	N370S GC
Cc1cc(C)c(C(=O)N2CCC(N3CCC(C(=O)NC(C)C)CC3)CC2)o1	-1.5%	1.9%	-11.3%
COCCN(CC(=O)NC1CCCCC1)C(=O)/C=C/C(=O)c1ccc(OC)cc1O	-19.4%	5.6%	-5.2%
O=C(CN(C(=O)CCC(=O)Nc1ccccn1)c1ccc2c(c1)OCO2)NCc1ccco1	-2.5%	2.1%	1.6%
O=S(=O)(c1ccc(F)cc1)N1CCN(CC(O)COCC2CCCO2)CC1 (stereo not given)	0.8%	0.8%	1.3%
CC1CCCN(S(=O)(=O)CCNC(=O)c2ccccc2)C1 (stereo not given)	2.0%	.	-2.8%
NC1=NC(=O)/C(=C/c2ccc(Cl)cc2Cl)S1	16.7%	.	2.5%
CCOc1ccccc1C(=O)N/N=C/c1coc2ccc(C)cc2c1=O	11.3%	35.5µM*	-0.9%
CCOC(=O)C1CCCN(C(=O)C(CCSC)NC(=O)COc2ccccc2)C1 (stereo not given)	-6.8%	1.3%	0.1%
C[C@@H]1C=C[C@](Cc2ccccc2)(C(=O)NCCN2CCOCC2)N1C(=O)c1ccccc1	.	0.9%	-20.2%
CN1C(=O)/C(=C/c2ccc(OCc3ccc(F)cc3)cc2)N(C)C1=S	7.1%	0.2%	-23.0%
Cc1c(C(=O)NCCNc2ncc(C(F)(F)F)cc2Cl)cccc1[N+](=O)[O-]	-20.6%	.	-14.4%
COc1cc(NC(=O)Cc2nn(C)c(=O)c3ccccc23)cc(OC)c1OC	-13.4%	-2.2%	4.9%
CCOC(=O)C1CCN(C(=O)CSc2c3c(nc4ccccc24)CCC3)CC1	1.5%	3.7%	4.3%
CC(=O)Nc1ccc(NC(=O)CSc2nc3ccccc3nc2N2CCOCC2)cc1	-15.8%	-1.1%	.
O=C1C2C3C=CC(C3)C2C(=O)N1c1ccc2c(c1)OCO2 (stereo not given)	6.0%	5.2%	-8.2%
CC1=C(C(=O)Nc2cccc(C(=O)N3CCN(c4cccc(C(F)(F)F)c4)CC3)c2)SCCO1	-1.2%	8.5%	-16.1%
Cc1ccc(C(=O)NCCc2csc(C)n2)cc1	20.0%	3.3%	5.9%
C/C(N)=C(/C#N)C(=O)CSc1n[nH]c(-c2cccs2)n1	24.9%	2.3%	4.3%
CCOc1ccc(OCCCCNC(C)(C)C)cc1	-11.2%	4.7%	7.1%
O=C(CSc1nc2ccccc2n1Cc1cccc(F)c1)NCc1ccccc1	-9.6%	6.2%	.
COc1ccccc1N1CCN(C(c2cc3ccc(C)cc3[nH]c2=O)c2nnnn2C2CCCC2)CC1 (stereo not given)	?	1.9%	18.3%
NC(Cc1c[nH]c2ccccc12)C(=O)O (stereo not given)	.	4.3%	-4.8%
O=C(CCc1nc2ccccc2c(=O)[nH]1)N1CCN(S(=O)(=O)c2cccc([N+](=O)[O-])c2)CC1	-6.8%	5.1%[0.505 µM]	-1.4%
Cc1nn(C)c2ncc(C(=O)c3cc(F)ccc3O)cc12	1.1%	0.7%	5.1%
C=CCNC(=O)[C@H]1N2C(=O)c3ccccc3C2SC1(C)C (stereo not given in full)	-12.8%	.	-10.2%
COc1ccccc1C(=O)Nc1ccc(-c2nnn(CC(=O)NCc3ccco3)n2)cc1	21.4%	.	-3.6%
CCN1CCN(Cc2nc(N)nc(Nc3ccc(C)c(C)c3)n2)CC1	-5.4%	2.1%	-20.8%
CC1CC(C)CN(C(=O)c2ccc(C(=O)c3ccccc3)cc2)C1 (stereo not given)	5.0%	-0.1%[0.505 µM]	-2.6%
Cc1ccc2c(c1Br)C(O)(CC(=O)c1ccc(F)cc1)C(=O)N2 (stereo not given)	-10.9%	7.0%	.
Nc1nc(NCCO)nc(N2CCCCCC2)c1[N+](=O)[O-]	0.5%	.	-7.8%
CCc1cc(=O)oc2c3c(cc(OCC(=O)NCCCOC)c12)OC(C)(C)CC3	-7.2%	.	0.3%
O=C(CN1C(=O)CSC1=O)NC1CCCCC1	4.0%	4.8%[56.1 µM]	-3.1%
CCN(C(=O)COC(=O)CCOc1ccccc1)c1c(N)n(Cc2ccccc2)c(=O)[nH]c1=O	-5.8%	-0.8%	.
COC(=O)c1ccc(NC(=S)N(Cc2cccnc2)Cc2ccco2)cc1	13.5%	7.9%	-7.6%
CCOc1ccc(C(=O)Nc2ncn[nH]2)cc1	-12.6%	3.6%	-6.2%
CCOC(=O)Cn1c(=O)c2c(nc3n2CCN3c2ccc(CC)cc2)n(C)c1=O	-7.7%	-2.6%	.
Cc1ccccc1N(C(=O)CS(=O)CC(=O)Nc1ccc(F)cc1)C(C)C(=O)NC(C)(C)C (stereo not given)	-1.4%	7.1%	-6.6%
O=C(CN1CCCCCC1=O)N1CCN(S(=O)(=O)c2cccs2)CC1	5.3%	4.9%	1.0%
Cc1cccc(NC(=O)C2(c3cccs3)CCOCC2)n1	-2.6%	2.7%	-21.8%
Cc1ccc(NC(=O)CCn2nc(C)cc2C)c(C)c1	-5.0%	7.6%	4.4%
CCOC(=O)c1c(NC(=O)C2C3CCC(O3)C2C(=O)O)sc(C)c1-c1ccc(C)cc1 (stereo not given)	-2.0%	2.1%	-7.4%
Cc1[nH]c2ccccc2c1C(c1ccccc1)c1ccc(Cl)s1 (stereo not given)	-5.3%	6.4%	.
COn1c(SCC(=O)N(C)C)nc2ccccc2c1=O	-11.2%	8.3%	-2.4%
COc1ccc(N2CCN(S(=O)(=O)c3csc(C(N)=O)c3)CC2)cc1	3.6%	5.1%	.
O=C(Cn1cnc2nc3n(c2c1=O)CCC3)NCc1ccccc1	5.1%	0.0%	-2.1%
Cc1ccccc1NC(=O)c1ccc(S(=O)(=O)N2CCCC2)cc1	-3.2%	2.1%	-1.7%
N/C(=N\OC(=O)COc1ccc(Cl)cc1Br)c1cccnc1	-6.4%	7.4%	5.2%
Oc1ccc(/C=N/Nc2nn3cnnc3c3ccccc23)cc1	?	5.2%	-0.7%
CCC1COCCS(=O)(=O)N1Cc1ccc(C)cc1 (stereo not given)	-4.9%&15.7%	.	0.3%
COCCCNC(=O)c1ccc(S(=O)(=O)c2ccc(C)cc2)c(NC(C)=O)c1	20.3%	.	-0.4%
O=C(CN1C2=NCCN2c2ccccc21)c1ccco1	6.8%	6.1%	-6.4%
Cc1oc2c(c(C)cc3oc(=O)c(CC(=O)NCCc4ccccc4)c(C)c32)c1C	17.9%	0.0%	.
O=C(CSc1nccc(-c2cccs2)n1)Nc1ccccc1	-5.9%	2.9%	?
Cc1c(C(c2cccc(O)c2)c2c(C)n(C)n(-c3ccccc3)c2=O)c(=O)n(-c2ccccc2)n1C	0.0%	-5.1%	-4.4%
Cc1ccc(C(=O)O)cc1-n1c(=O)n(Cc2ccccc2)c(=O)c2[nH]cnc21	-0.7%	.	-7.5%
CCCCOC(=O)Nc1ccc(S(=O)(=O)Nc2cc(C)nc(C)n2)cc1	-16.3%	5.4%	-2.0%
Cc1nn(Cc2ccc(F)cc2)c(C)c1NC(=O)c1cnn2c1NC(c1ccccc1)CC2C(F)(F)F (stereo not given)	-17.0%	8.0%	-4.4%
COc1cc(Br)cc(C2C3=C(CCCC3=O)N(c3ccc(F)cc3)C3=C2C(=O)CCC3)c1O	3.9%	3.6%	15.6%
CCc1ccc(NC(=O)C2C3/C=C\CCCCC32)cc1 (stereo not given)	1.0%	-8.0%	4.1%
CCN1CCN(C(=O)C(C)Nc2cc(Cl)c(OC)cc2OC)CC1 (stereo not given)	12.4%	0.0%	-4.3%
(cont.)
SMILES	FEN1 inh	TDP1 block	N370S GC
Cc1cc(C)n(-c2nc3c(c(=O)[nH]c(=O)n3C)n2CC(O)COc2ccccc2C)n1 (stereo not given)	-12.1%	0.0%	-9.5%[2.35 µM]
O=C(Nc1ccccc1F)c1nc(SCc2ccc(F)cc2)ncc1Cl	10.9%	0.0%	.
CCOC(=O)C1CCN(C(=O)CSc2ccccc2Cl)CC1	-6.8%	2.6%	0.3%
O=C(NC1CCCC1)C(=O)N(Cc1cccnc1)C(C(=O)NCC1CCCO1)c1ccco1 (stereo not given)	33.4%	-2.5%	-2.6%
C=C(C)COc1ccc(-c2n[nH]c(C)c2-c2ccc(OC)cc2)c(O)c1	-12.9%	8.4%	?
CC(C)OCCCNC(=O)C1CCC(CNS(=O)(=O)c2cccc3nsnc23)CC1 (stereo not given)	3.4%	.	-2.0%
COc1ccc(N2CCN(S(=O)(=O)CCNC(=O)C3CC(=O)N(c4ccccc4)C3)CC2)cc1 (stereo not given)	-17.6%&-8.0%	0.8%&0.6%	-27.9%
CCCSc1nc2c(c(=O)[nH]1)C(c1ccc(F)cc1F)CC(=O)N2 (stereo not given)	-10.5%	-2.6%	.
O=C(c1cccc(S(=O)(=O)N2CCCC2)c1)N1CCN(c2ncccn2)CC1	1.3%	8.5%	6.0%
COc1ccc(S(=O)(=O)Nc2ccc3c(c2)n(C)c(=O)n3C)cc1	3.1%	-5.1%	-9.7%
Cc1ccccc1NC(=O)Cn1nnc2ccccc21	2.3%	-2.4%	-0.2%
O=C(NCc1cccc(F)c1)C1CCN(C(=O)c2sccc2-n2cccc2)CC1	-4.6%&15.7%	0.0%&3.9%	4.9%
COc1cc(SC#N)ccc1N=Cc1c(C)[nH]n(-c2ccc(Cl)cc2)c1=O	-1.5%	2.2%	-9.2%
Cc1cccc(N=C2NC(=O)/C(=C/C=C/c3ccco3)S2)c1	?	3.4%	1.9%
Cc1noc(C)c1S(=O)(=O)N1CCN(Cc2ccc3c(c2)OCO3)CC1	-7.0%	8.7%	1.8%
O=c1[nH]c2cc(Cl)c(O)cc2o1	.	-0.3%	-2.8%
CCOc1ccc(NS(=O)(=O)c2ccc(C(=O)NCc3cccnc3)cc2)cc1	-4.5%	3.4%	-16.8%
CCCS(=O)(=O)N1CCC(C(=O)N2CCN(Cc3ccccc3)CC2)CC1	-13.1%	1.9%	-0.5%

Of the compounds above, 13 have an NH in an aromatic ring:
SMILES	FEN1 inh	TDP1 block	N370S GC
C/C(N)=C(/C#N)C(=O)CSc1n[nH]c(-c2cccs2)n1	24.9%	2.3%	4.3%
COc1ccccc1N1CCN(C(c2cc3ccc(C)cc3[nH]c2=O)c2nnnn2C2CCCC2)CC1 (stereo not given)	?	1.9%	18.3%
NC(Cc1c[nH]c2ccccc12)C(=O)O (stereo not given)	.	4.3%	-4.8%
O=C(CCc1nc2ccccc2c(=O)[nH]1)N1CCN(S(=O)(=O)c2cccc([N+](=O)[O-])c2)CC1	-6.8%	5.1%[0.505 µM]	-1.4%
CCN(C(=O)COC(=O)CCOc1ccccc1)c1c(N)n(Cc2ccccc2)c(=O)[nH]c1=O	-5.8%	-0.8%	.
CCOc1ccc(C(=O)Nc2ncn[nH]2)cc1	-12.6%	3.6%	-6.2%
Cc1[nH]c2ccccc2c1C(c1ccccc1)c1ccc(Cl)s1 (stereo not given)	-5.3%	6.4%	.
Cc1ccc(C(=O)O)cc1-n1c(=O)n(Cc2ccccc2)c(=O)c2[nH]cnc21	-0.7%	.	-7.5%
Cc1cc(C)n(-c2nc3c(c(=O)[nH]c(=O)n3C)n2CC(O)COc2ccccc2C)n1 (stereo not given)	-12.1%	0.0%	-9.5%[2.35 µM]
C=C(C)COc1ccc(-c2n[nH]c(C)c2-c2ccc(OC)cc2)c(O)c1	-12.9%	8.4%	?
CCCSc1nc2c(c(=O)[nH]1)C(c1ccc(F)cc1F)CC(=O)N2 (stereo not given)	-10.5%	-2.6%	.
COc1cc(SC#N)ccc1N=Cc1c(C)[nH]n(-c2ccc(Cl)cc2)c1=O	-1.5%	2.2%	-9.2%
O=c1[nH]c2cc(Cl)c(O)cc2o1	.	-0.3%	-2.8%

Source: PubChem BioAssay
